miR122 inh = inhibitors of miR-122 in Huh7 cells | Huh7 miR-122 Renilla luciferase sensor, 48 h; neutral wells = 0, positive control = 100 | activation (reporter increase), % at 12.5 µM | actives 0.3% (n = 340,000) | AID 602342;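 active = mean replicate activation score at least 90 and every replicate individually at or above 90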;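 note: higher luciferase means less miR-122 activity so hits act as miR-122 inhibitors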
Active calls of the source: *. These rows are one share of the data, so the mix of outcomes need not match the whole.

SMILES	miR122 inh
C=CS(=O)(=O)N(Cc1ccc(Cl)c(Cl)c1)C[C@@H](O)CO	3.3
COc1ccc(CCNC(=O)c2ccc(CNc3c(N4CCOCC4)c(=O)c3=O)cc2)cc1OC	-4.2
COC(=O)c1ccc(NC(=O)CSCC(=O)OCC(=O)c2ccc(Br)cc2)cc1	7.5
C=CCSc1nnc(NC(=O)c2cccc(S(=O)(=O)N3CCOCC3)c2)s1	1.0
CCOC(=O)C1CCN(C(=O)CSc2ccccc2)CC1	-8.8
CCN(CC)S(=O)(=O)c1ccc2c(c1)c(=O)c(C(=O)N1CCN(c3ccccc3)CC1)cn2C	7.3
O=S(=O)(NCCSc1nnnn1-c1ccccc1)c1cccs1	14.3
CCC1=NN(C(=O)C(=O)Nc2ccccc2OC)C(O)(C(F)(F)F)C1 (configuration not stated)	4.0
CCOc1ccc(NC(=O)N(CCC(C)C)C2CCN(C(C)=O)CC2)cc1	11.9
CCCOc1ccc(NCC(=O)Nc2ccc(C)cc2C)cc1	-16.6
Cc1cc(N2C(=O)CC(N3CCN(C(c4ccccc4)c4ccccc4)CC3)C2=O)no1 (configuration not stated)	4.8
C=CCn1c(=O)c2c3c(sc2n2c(Nc4ccc(OC)cc4)nnc12)CCCC3	-4.9
Cc1nc2ccc(NC(=O)Cc3cccs3)cc2s1	3.8
CC#CCC(CC#CC)c1nc2ccccc2c(=O)n1N	-2.1
COc1ccc(Br)cc1C1NC(=O)NC(C)=C1C(=O)N(C)C (configuration not stated)	-15.2
Cc1nc2c([nH]c3ccc(Br)cc32)s1	-2.4
O=C(c1ccccc1)c1cc(F)c(N2CCOCC2)cc1Cl	-1.9
CSCC[C@H](NC(=O)CC(C)(C)C)c1nc2ccccc2[nH]1	-0.6
CC1(C)Cc2c(sc3ncn4nc(-c5ccco5)nc4c23)CO1	-3.9
COc1ccc(-c2cc(C(=O)Nc3cccc(C(C)=O)c3)no2)cc1	-0.6
COc1cccc(-n2c(SCC(=O)Nc3cc(C)on3)nc3ccccc3c2=O)c1	1.8
CCC(Sc1nc2ccsc2c(=O)n1-c1ccc(Cl)c(C)c1)C(=O)NCc1ccco1 (configuration not stated)	-2.5
O=C(NCc1ccc2c(c1)OCO2)c1cc(-c2ccccc2Cl)on1	3.1
Cc1ccc(NC(=O)COC(=O)C2CC2)c(Br)c1	-3.0
C=CCn1c(=S)[nH]c2ccccc2c1=O	4.4
CCOC(=O)c1sc(N)c(C#N)c1CSc1nc2ccc(C)cc2[nH]1	7.7
CCN1C[C@@H]2[C@@H]3C(=O)N(Cc4ccccc4)C(=O)[C@@H]3[C@](C)(C(=O)OC)N2C1=NC	1.3
COc1ccc(Br)cc1CN1CCCC(C(=O)N2CCCCCC2)C1 (configuration not stated)	1.2
CC(C)Oc1cccc(-c2cc(C(=O)N3CCN(c4ncccn4)CC3)c3ccccc3n2)c1	6.1
N#C/C(=C\C=C\c1ccccc1[N+](=O)[O-])C(=O)NC1CCCCC1	53.5
Clc1ccc(-n2ncc3c(NCCN4CCOCC4)ncnc32)cc1	8.7
CCCS(=O)(=O)N1CCN(C(=O)c2cccnc2)CC1	3.3
CCN(C(=O)CSc1nnc(NC2CCCCC2)s1)C1CCS(=O)(=O)C1 (configuration not stated)	5.1
Cc1cc(NC(=O)COC(=O)C2CCN(S(=O)(=O)c3c(Cl)cccc3Cl)CC2)no1	6.0
O=S(=O)(NCCSc1nnc(-c2ccco2)n1-c1ccccc1)c1ccccc1	-8.7
Cc1ccc(CNC(=O)CCNS(=O)(=O)c2ccc(C)cc2)cc1	-6.7
COC(=O)CSc1nc2ccccc2n1CC(=O)N(C(C)C)C(C)C	-3.7
COc1cc(C2C(C#N)=C(C)NC3=C2C(=O)CC(C)(C)C3)ccc1O (configuration not stated)	-7.8
COc1ccc(CNC(=O)C2CC=CCC2C(=O)O)cc1OC (configuration not stated)	0.6
COC(=O)CSc1nc2ccccc2nc1SCC(=O)OC	-9.3
Cc1ccc(NC(=O)Cc2ccc(F)cc2)cc1	2.4
Cc1nc(N2CCN(S(=O)(=O)c3ccccc3)CC2)c2cc(-c3ccccc3)sc2n1	2.3
Nc1nnn(Cc2ccccc2)n1	4.6
CCOC(=O)CC(NC(=O)c1ccc(C)cc1)c1ccc(C)cc1 (configuration not stated)	-6.2
CCn1c2ccccc2c2cc(/C=N/NC(=O)c3cccc(C)c3)ccc21	-5.2
CCN1CCCC1CNC(=O)c1cc(OC)c(OC)c(OC)c1 (configuration not stated)	-5.3
COC(=O)c1sccc1NC(=O)CSc1ccccc1NS(=O)(=O)c1ccccc1Cl	2.5
CCCCCCCCCCS(=O)(=O)N/N=C/c1ccc(O)cc1	0.5
COc1ccc(OC/C(O)=C(\C#N)c2nc3ccccc3[nH]2)cc1	-9.3
Cc1cn(C(=O)c2cccc(Br)c2)c(C)n1	-5.0
COc1ccc(-n2nnc3c(SCC(=O)c4ccccc4)ncnc32)cc1	-9.9
O=C(CSc1nc2ccsc2c(=O)n1-c1ccccc1)N1CCCC1	-1.8
Cc1ccc(Nc2nc(N)nc(CSc3nc(C)cc(C)n3)n2)cc1	-4.5
Cc1ccc(NC(=O)CCC(=O)OCC(=O)c2ccc(-c3ccccc3)cc2)cc1	0.6
O=c1c2c(nc3nc(Cc4ccccc4)[nH]n13)CCC2	7.7
CCc1c(C)nc2cc(-c3cc(OC)cc(OC)c3)nn2c1N1CCN(CCN2CCOCC2)CC1	1.9
COc1cccc(OCC(O)CN(CCO)Cc2ccccc2)c1 (configuration not stated)	-7.7
CC(CN1CCOCC1)OC(=O)c1ccccc1Br (configuration not stated)	12.3
Cc1cccc(C(=O)Nc2oc(-c3ccccc3)cc2C#N)c1	-5.1
Cc1cc(C(=O)COC(=O)c2ccc(CO)cc2)c(C)n1CC1COc2ccccc2O1 (configuration not stated)	3.0

Sorted by SMILES length (lowest first): part of the list above.
SMILES	miR122 inh
Nc1nnn(Cc2ccccc2)n1	4.6
CC(CN1CCOCC1)OC(=O)c1ccccc1Br (configuration not stated)	12.3
Cc1cn(C(=O)c2cccc(Br)c2)c(C)n1	-5.0
COc1cccc(OCC(O)CN(CCO)Cc2ccccc2)c1 (configuration not stated)	-7.7
CCN1CCCC1CNC(=O)c1cc(OC)c(OC)c(OC)c1 (configuration not stated)	-5.3
Cc1cccc(C(=O)Nc2oc(-c3ccccc3)cc2C#N)c1	-5.1
CCOC(=O)CC(NC(=O)c1ccc(C)cc1)c1ccc(C)cc1 (configuration not stated)	-6.2
Cc1ccc(Nc2nc(N)nc(CSc3nc(C)cc(C)n3)n2)cc1	-4.5
COc1ccc(OC/C(O)=C(\C#N)c2nc3ccccc3[nH]2)cc1	-9.3
CCn1c2ccccc2c2cc(/C=N/NC(=O)c3cccc(C)c3)ccc21	-5.2
Cc1ccc(NC(=O)CCC(=O)OCC(=O)c2ccc(-c3ccccc3)cc2)cc1	0.6
Cc1cc(C(=O)COC(=O)c2ccc(CO)cc2)c(C)n1CC1COc2ccccc2O1 (configuration not stated)	3.0
Cc1nc(N2CCN(S(=O)(=O)c3ccccc3)CC2)c2cc(-c3ccccc3)sc2n1	2.3
CCc1c(C)nc2cc(-c3cc(OC)cc(OC)c3)nn2c1N1CCN(CCN2CCOCC2)CC1	1.9

(next part)
SMILES	miR122 inh
CCCn1nnc(NC(=O)c2ccc(Br)o2)n1	-3.1
O=C(Nc1ccccc1)c1[nH]ncc1[N+](=O)[O-]	-1.6
O=[N+]([O-])c1cnccc1Nc1ccccc1	-5.2
CCCN1C(=O)C(O)(C/C(C)=N/O)c2ccccc21 (configuration not stated)	-0.2
CC(=O)OCN(C#N)c1nc(N(C)C)nc(N(C)C)n1	-4.2
CCOC(=O)CN1CC23C=CC(O2)C(C(=O)Nc2ccc(F)c(C)c2)C3C1=O (configuration not stated)	-8.0
Cc1nnc(SCC(=O)N2CCCCC2)s1	-0.7
CCOC(=O)C1=C(C)NC2=C(C(=O)C(C(=O)OCC)C(c3ccco3)C2)C1c1ccccn1 (configuration not stated)	1.1
Cc1cc2c(cc(C(=O)O)n2C)s1	-1.5
O=C(Cc1ccc(F)cc1)N/N=C/c1ccncc1	0.1
COc1cc2oc(=O)c(Br)c(C)c2c(OC)c1OC	-1.0
COc1ccc2sc3c(=O)[nH]c4ccccc4c3c2c1	8.9
Cc1cccc(C)c1NC(=O)c1ccc(-n2cnnn2)cc1	4.8
COCCNC(=O)CN(c1ccc(C)cc1)S(=O)(=O)c1ccccc1	0.5
COc1ccc(CCNC(=O)c2noc3c2CCCC3)cc1OC	-0.9
CC1(C)CC(=O)C=C(NCCO)C1	-10.3
COc1cccc(C(C(=O)NC2CCCCC2)N(C(=O)c2ccco2)c2ccc(-n3cnnn3)c(C)c2)c1 (configuration not stated)	-2.9
O=C(O)CCc1ccc(-c2cccs2)n1NC(=O)c1ccco1	0.4
CN(C)S(=O)(=O)c1ccc(NC(=O)CNc2cc(S(=O)(=O)N3CCCC3)ccc2OCC(F)(F)F)cc1	3.7
O=C(NCc1ccc(Cl)cc1)c1ccc(Cn2cc(C(F)(F)F)ccc2=O)cc1	72.2
O=C1c2oc3ccccc3c(=O)c2C(c2cccnc2)N1Cc1ccco1 (configuration not stated)	-5.4
FC(F)(F)c1nc(N2CCCC2)ncc1-c1nnnn1-c1ccc(Cl)cc1	13.4
COC(=O)C1=C(N)Oc2cc(C)oc(=O)c2C1c1cccnc1 (configuration not stated)	-5.1
Cc1ccc(C)c2nc(N3CCCC3)c(C#N)cc12	-2.7
CCc1ccc2[nH]c(=O)c(C(c3nnnn3CCOC)N3CCN(c4ccccc4)CC3)cc2c1 (configuration not stated)	-6.4
Cc1cccc(OCCNC(=O)c2cc(-n3cnnc3)ccc2Cl)c1	-3.5
O=C1C(Cl)=C(N2CCCCC2)C(=O)N1Cc1ccccc1	5.4
CCc1sc(N(C(=O)Cc2ccccc2)c2ccccc2)nc1-c1ccccc1	3.5
CC1CC1C(=O)OCc1cc(=O)n2cc(Br)ccc2n1 (configuration not stated)	3.2
Cc1ccc(/C=N/NC(=O)CSCc2ccc(Cl)cc2)cc1	0.5
O=C(NC(C(=O)c1ccccc1)n1ccc(=O)[nH]c1=O)c1ccccc1 (configuration not stated)	-0.5
CCOP(=O)(c1c(F)c(F)c(F)c(F)c1F)C(O)c1ccccc1 (configuration not stated)	-0.8
CC(CCc1ccc(O)cc1)N(C)CCc1ccccc1 (configuration not stated)	2.8
CCOC(=O)c1cnn(-c2ccccc2)c1-n1cccc1C(=O)C(=O)Nc1ccccc1	-3.3
Clc1ccc(OCCN2CCOCC2)cc1Cl	-4.2
O=C(OC1CCS(=O)(=O)c2sccc21)c1ccccc1 (configuration not stated)	2.6
O=C(CS(=O)(=O)Cc1ccccc1)Nc1nc2ccccc2s1	-5.0
CCOC(=O)c1cc(C)sc1NC(=O)c1ccc(Cl)s1	-3.6
O=C(c1ccc(Cl)c([N+](=O)[O-])c1)N(Cc1cccc(Cl)c1)C1CCS(=O)(=O)C1 (configuration not stated)	-7.4
COC(=O)NNC(=O)c1ccc(C(C)(C)C)cc1	1.7
Cc1cc(NC(=O)CCCN2C(=O)c3cccnc3C2=O)no1	1.3
COc1ccc(-c2cc(=O)[nH][nH]2)cc1OC	-4.4
O=C1c2cnc3nc(SCc4cccc(Cl)c4)nn3c2CC2c3ccccc3CCN12 (configuration not stated)	-1.0
CC(C)CC(c1nnnn1Cc1ccccc1)N1CCN(C(=O)c2ccco2)CC1 (configuration not stated)	8.0
Cc1nc(-c2cccc(NC(=O)c3cccs3)c2)cs1	-10.0
CCCC(=O)N1CC2(CCC)CN(C(=O)CCC)CC(CCC)(C1)C2=O	3.8
O=C(c1ccccc1)c1cccc(C(=O)c2ccccc2)c1	-1.4
CN(C)c1oc(COc2ccc(F)cc2)nc1C#N	-4.5
Cc1ccc(Cn2c(=O)c3ccccc3n3c(CCC(=O)NCCN4CCOCC4)nnc23)cc1	4.4
Clc1cccc(OCCN2CCOCC2)c1	-14.2
CCCOc1ccc(S(=O)(=O)NCCN2CCOCC2)c2ccccc12	198.9*
CCc1c(C)c2ccc(OCC(=O)N(C)C)c(C)c2oc1=O	-2.4
CSc1cc(C)n(-c2ccccc2C)c(=S)c1C(C)=O	-11.2
O=[N+]([O-])c1cc(/C=N/O)ccc1SCc1ccccc1	-21.1
CCOC(=O)c1sc2nc(C)cc(C)c2c1N	1.4
O=C(/C=C/c1cccc([N+](=O)[O-])c1)NCc1cccnc1	0.1
CCOc1ccc(S(=O)(=O)N2CCCC2)cc1	-8.0
Cc1oc2ccc(NS(=O)(=O)c3ccc(C(C)(C)C)cc3)cc2c1C(=O)Nc1ccccc1	83.8
COC(=O)/C(=C/c1ccc(F)cc1)NC(C)=O	-6.5
O=C(C1CCCN(S(=O)(=O)c2cccc3nsnc23)C1)N1CCc2ccccc2C1 (configuration not stated)	-6.6

(more compounds)
SMILES	miR122 inh
Cc1ccc(-c2cc(C(F)(F)F)c(C#N)c(=O)[nH]2)cc1	-4.5
COc1ccc(CCNC(=O)c2cnn3cccnc23)cc1OC	2.3
CCn1ncc(/C=N\NC(=O)Cc2ccc([N+](=O)[O-])cc2)c1C	-4.5
CCCCCCn1c(SCCCC)nc2c1c(=O)[nH]c(=O)n2C	-1.7
OC12CCCCC1C(c1ccc3c(c1)OCO3)N(Cc1ccccc1F)CC2 (configuration not stated)	-2.5
O=C1CCCCCN1Cc1nnc(SCc2nc3ccccc3s2)n1-c1ccccn1	13.4
O=C(NCC(=O)N(c1cccnc1)C(C(=O)NC1CCCC1)c1ccco1)c1cccs1 (configuration not stated)	-0.8
CC(C)C(=O)Nc1ccc(C(=O)NNC(=O)c2cccs2)cc1	-11.8
O=C(Nc1ccc2c(c1)OCO2)C1CCN(C(=O)c2cccs2)CC1	4.6
Cc1csc(Sc2nc3c(c(=O)[nH]c(=O)n3C)n2CCCc2ccccc2)n1	2.8
Cc1ccn2c(CNCC3OCCc4ccccc43)c(C(=O)N3CCCCCC3)nc2c1 (configuration not stated)	0.8
COc1ccccc1NC(=O)CCN1CC(C)OC(C)C1 (configuration not stated)	-6.4
CCn1nnc(NC(=O)c2ccc(-c3ccc(Cl)cc3)o2)n1	-6.1
O=C(CN1CCCCC1)Nc1cccc(Oc2ccccc2)c1	2.7

Bioassay records deposited in PubChem BioAssay by Broad Institute.
